# High-throughput results deposited in PubChem BioAssay by The Scripps Research Institute Molecular Screening Center.
# PrPC TRFRET – cell surface PrPC inhibition, primary TR-FRET screen; AID 720596; P04156; 370,000 tested, 0.43% active; TR-FRET read-out; inhibition, % at 13.8 µM; in the data active means inhibition above about 24%; further: 0% = median of the test wells and 100% = reference compound wells
# The depositor's hits bear a star.
SMILES,PrPC TRFRET
O[C@H](COc1ccccc1)CN1CCC(C(O)(c2ccccc2)c2ccccc2)CC1,-7.5
OC(c1ccccc1)(c1ccccc1)C1CCN(CCCOc2ccc(OC(F)(F)F)cc2)CC1,1.3
COc1ccc(OC)c(S(=O)(=O)NCC2CCN(C(=O)C(=O)c3cccs3)CC2)c1,-5.2
COC[C@H]1CCCN1c1ccc2c(c1)OCCCN(C1CC1)S2(=O)=O,5.2
COc1ccc(Cn2c(NC(=O)c3ccccc3)nc(Cc3ccccc3)c2-c2ccccc2)c(OC)c1,5.5
Cc1ccc(N2CCN(C(C(=O)Nc3c(C)cccc3C)c3ccccc3OC(F)(F)F)CC2)cc1 (stereo not drawn),0.8
CCN(CC)C(=O)CC[C@H]1CC[C@]2(CCCN(Cc3ccncc3)C2)O1,-1.3
CC(c1ccc(NC(=O)OC(C)(C)C)cc1)c1cn(C)c2ccccc12 (stereo not drawn),9.6
COc1ccccc1N1CCN(S(=O)(=O)c2ccc3c(c2)CCC(=O)N3)CC1,-2.0
COC(=O)C[C@@H]1CC[C@H](NC(=O)Nc2cccc(F)c2)[C@@H](CO)O1,2.2
C=CCN1C(=O)[C@@H](CC(=O)NCc2cccc(C(F)(F)F)c2)[C@]2(C(=O)OC)CCCCC=C12,1.4
CCCCCCCCN1C(=O)[C@@H](CC(=O)NCCCOC)C[C@@]2(C(=O)OC)C1=C[C@H](C1CCCC1)O[C@@H]2C,1.5
O=C(OCc1ccccc1)[C@H](Cc1ccccc1)NC(=O)[C@@H]1CC=C[C@@H]2CCN(CCc3ccccc3)C(=O)[C@@H]21,1.4
COc1ccc(NC(=O)C(c2cccc3ccccc23)n2c(=O)c(-c3ccco3)nc3ccccc32)cc1 (stereo not drawn),11.0
CC[C@@]1(c2cccc(Cl)c2)C(=O)N(C(=O)OC(C)C)N1C(=O)OC(C)C,-5.5
CCc1cc2c(nc1CC)CCCN2S(=O)(=O)c1ccc(C#N)cc1,-2.6
O=C(NC1CCCCN(Cc2cccc(C(F)(F)F)c2)C1=O)C1C2CC3CC(C2)CC1C3 (stereo not drawn),-5.4
COc1ccc(-c2cc(C(=O)NN=Cc3cccn3C)[nH]n2)cc1,-5.7
CCn1c(COc2ccc(Cl)cc2)nnc1SCC(=O)Nc1ccc(Oc2ccccc2)cc1,-2.1
Nc1[nH]c(C(=O)c2ccc(Cl)cc2)c(-c2ccc(Br)cc2)c1C(=O)c1c[nH]c2ccc(F)cc12,2.5
C=CC[C@H]1c2ccccc2[C@H]2N3N=Cc4ccccc4[C@H]3[C@H](CCCC)C(=O)N2N1C(=O)NCc1ccccc1,6.9
CCCCNC(=O)C(NC(=O)c1ccccc1)C(=O)c1ccccc1 (stereo not drawn),3.9
CCCC[C@H]1C2CC(OC(=O)Nc3ccc(C#N)cc3)C(C2)[C@H]2CCCCN21 (stereo partly drawn),-3.4
Cc1cccc(-c2nnc(SCc3cccc4ccccc34)n2-c2ccc(Cl)cc2)c1,7.0
Cc1cccc(C)c1-n1nnnc1C1(C)CN(S(C)(=O)=O)CC(=O)N1Cc1ccc(F)cc1 (stereo not drawn),4.3

# Given as labelled records: four of the compounds above
> C=CCN1C(=O)[C@@H](CC(=O)NCc2cccc(C(F)(F)F)c2)[C@]2(C(=O)OC)CCCCC=C12
- PrPC TRFRET: 1.4
> Cc1cccc(-c2nnc(SCc3cccc4ccccc34)n2-c2ccc(Cl)cc2)c1
- PrPC TRFRET: 7.0
> Cc1cccc(C)c1-n1nnnc1C1(C)CN(S(C)(=O)=O)CC(=O)N1Cc1ccc(F)cc1 (stereo not drawn)
- PrPC TRFRET: 4.3
> COc1ccc(-c2cc(C(=O)NN=Cc3cccn3C)[nH]n2)cc1
- PrPC TRFRET: -5.7

# (list continues)
SMILES,PrPC TRFRET
COC(=O)[C@]12C[C@H](CC(=O)NCCC(C)C)C(=O)N(Cc3ccc(Cl)cc3Cl)C1=C[C@H](C1CCCC1)O[C@@H]2C,-1.3
C#CCN1CC(N(C)CCOC(=O)c2cc(C)cc(C)c2)CS1(=O)=O (stereo not drawn),3.4
C[C@@H]1CN(c2ccc(N3CCNC[C@H]3C)cc2C#N)CCN1Cc1ccccc1,-6.9
COC(=O)C[C@@H]1CC[C@H](NC(=O)CC2CC2)[C@@H](CO)O1,-4.9
O=C(CSc1nnc(-c2cccnc2)n1-c1ccc(Cl)cc1)c1ccc2ccccc2c1,10.2
COc1ccc(OC)c(CN2C(=O)COc3ccccc3C2c2nnnn2C2CCCC2)c1 (stereo not drawn),10.2
Cc1ccc2c(c1)C1CS(=O)(=O)N(CCc3ccccc3)C(=O)N1C2 (stereo not drawn),-4.2
O=C(NCc1ccccc1)[C@@H]1CCCN1C(=O)[C@@H](NS(=O)(=O)c1ccc(F)cc1F)C1CCCCC1,2.3
COC(=O)[C@]12C[C@H](CC(=O)NCCCN3CCCC3=O)C(=O)N(CCc3ccc(OC)c(OC)c3)C1=C[C@H](COCc1ccccc1)O[C@@H]2C,-2.1
C=CCCC1CN(Cc2ccc(OC)cc2)S(=O)(=O)c2c(Oc3ccc(F)cc3OC)cccc2O1 (stereo not drawn),0.8
C=CCn1c(COc2ccc(C)cc2)nnc1SCC(=O)c1ccc(-c2ccccc2)cc1,7.2
O=C(Nc1cccc([N+](=O)[O-])c1)NC1CCCCN(Cc2ccc(Cl)cc2)C1=O (stereo not drawn),20.9
Cc1ccccc1NC(=O)[C@@H]1CC(=O)O[C@@H]1c1ccccc1,-4.9
CC(=O)NCC1=C(c2ccc(S(C)(=O)=O)cc2)C[C@@H]2CC[C@H]1N2CCOc1ccccc1,-12.0
CCCCCNC(=O)C(c1cc2ccccc2o1)n1c(=O)c(-c2ccccc2)nc2ccccc21 (stereo not drawn),-5.2
COc1ccc2c(c1)CCCN2C(=O)C1CCCN(S(=O)(=O)c2cc(OC)ccc2OC)C1 (stereo not drawn),1.6
O=C(Nc1ccc2c(c1)OCCO2)C(C1CC1)n1c(=O)c(-c2cc3ccccc3[nH]2)nc2ccccc21 (stereo not drawn),-1.2
CCCCCCCCN1C(=O)[C@@H](CC(=O)NCCCOCCCC)C[C@@]2(C(=O)OC)C1=C[C@H](COCc1ccccc1)O[C@@H]2C,1.7
O=C(NCCc1ccc(F)cc1)c1cc2ccccn2n1,5.9
Cc1ccc(S(=O)(=O)N2C(N)=C(C(=O)NCc3ccc(Br)cc3)C(c3ccc(Cl)cc3)C2C(=O)c2ccccc2)cc1 (stereo not drawn),0.9
Cc1ccc(CN2CCCCC(NC(=O)C3CCCCC3)C2=O)cc1 (stereo not drawn),15.2
O=C(NCc1ccc(F)c(F)c1)C1CCCN(c2nc3ccccc3o2)C1 (stereo not drawn),-4.4
CC(=O)N[C@@H]1C[C@@H]2O[C@H](CO)CC[C@@H]2O[C@@H]1CCc1ccc(-c2ccc(F)cc2)cc1,11.9
Nn1c(SCC(=O)Nc2nccs2)nnc1-c1cc(-c2ccc(F)cc2)n[nH]1,3.2
O=C(OCC#CCSc1nnc(-c2cccc3ccccc23)o1)c1cccc(C(F)(F)F)c1,6.1
# Following part:
SMILES,PrPC TRFRET
CC(CCN1CCC(C(O)(c2ccccc2)c2ccccc2)CC1)Oc1cc(F)cc(F)c1 (stereo not drawn),-12.4
CCOc1ccc(-n2c(SCC(=O)Nc3ccc(S(=O)(=O)Nc4cc(C)nc(C)n4)cc3)nnc2-c2ccc(OC)cc2)cc1,-1.5
Cc1[nH]c2ccccc2c1CCN(Cc1cccs1)C(=O)Nc1cccc2c1OCO2,-1.6
O=S1(=O)N[C@H](Cc2ccccc2)COc2cc(Br)ccc21,3.0
CC1(C)CC(=O)C=C(Nc2ccccc2NC(=O)c2cc(F)cc(F)c2)C1,12.4
COC(=O)[C@]12CCCCC=C1N(CCc1ccc(OC)c(OC)c1)C(=O)[C@H](CC(=O)NCCc1ccccc1OC)C2,1.5
CCOC(=O)[C@@]12CCCC3=C1N(CCC3)C(=O)[C@H]2CC(=O)N1CCOCC1,-9.7
COC(=O)Cc1nnn2c1[C@H](C)[C@@H](OC)c1cc(Br)ccc1-2,-2.0
COc1ccccc1CNC(=O)NC1CCN(CC(=O)Nc2ccc3c(c2)OCCO3)CC1,4.1
CCOC(=O)N1CCN(C(=O)C[C@@H]2C[C@@]3(C(=O)OC)CCCCC=C3N(Cc3ccc4c(c3)OCO4)C2=O)CC1,1.6
COc1ccc(CN2CN3Cc4cc(F)ccc4C3CS2(=O)=O)cc1 (stereo not drawn),12.2
CCCCN1CC(N2CCCC2)CS1(=O)=O (stereo not drawn),-0.5
COC(=O)[C@]12C[C@H](CC(=O)N3CCN(C(=O)C4CC4)CC3)C(=O)N(CCc3ccc(OC)c(OC)c3)C1=C[C@H](COCc1ccccc1)O[C@@H]2C,0.8
O=C(Nc1sc2c(c1-c1nc3ccccc3s1)CCNC2)C(F)(F)F,-6.3
COc1ccc(C(C(=O)Nc2c(C)cccc2C)n2c(=O)c(-c3ccccc3)nc3ccccc32)cc1 (stereo not drawn),3.8
O=C(NC1CCCCC1)N1Cc2cc(Br)ccc2-n2nncc2C1,2.5
CC(C)(N[C@@H](Cc1c[nH]c2ccccc12)C(=O)NCC(c1ccccc1)c1ccccc1)C(=O)NC1CCCCC1,17.6
O=C(Cc1cn(Cc2ccccc2)c2ccccc12)Nc1ccc(Oc2cccnc2)cc1,3.3
COC(=O)[C@]12C[C@H](CC(=O)NCCCCc3ccccc3)C(=O)N(Cc3cccc4ccccc34)C1=C[C@H](C(C)(C)C)O[C@@H]2C,2.6
CCC(C)N(C(=O)CSc1nnc(-c2cc(OC)c(OC)c(OC)c2)o1)C(C)CC (stereo not drawn),5.3
CCC[C@H]1[C@@H](NC(=O)c2ccc(Cl)cc2)CC[C@@]23CCCN2C(=O)CCC[C@@H]13,-7.0
COc1ccc(CN2C[C@H](COCc3ccccc3)Oc3cccc(F)c3S2(=O)=O)cc1,10.9
COc1ccc(C(=O)CSc2nnc(-c3cnccn3)n2-c2ccc(C)cc2)cc1,1.9
COC(=O)[C@@]1(Cc2ccc(OC)cc2)[C@H]2c3cc(C(=O)N4CCCC4)n(Cc4ccc(C)o4)c3C[C@H]2CN1C(=O)c1ccccc1,7.9
CC(C)(C)S(=O)N1C[C@@H]2CC(=O)C(c3ccccc3)=C2[C@H]1CCO (stereo partly drawn),-2.6
# Other structures
SMILES,PrPC TRFRET
COC(=O)[C@]12C[C@H](CC(=O)N3CCCC3)C(=O)N(Cc3ccco3)C1=C[C@H](C1CCCC1)O[C@@H]2C,3.8
Cc1cccc(N2CCCn3c2nc2c3c(=O)n(CC(=O)OCc3ccccc3)c(=O)n2C)c1,10.0
COC(=O)[C@@]12C[C@@H](CC(=O)NCCCN3CCCC3=O)C(=O)N(Cc3cccc4ccccc34)C1=CCC(C)(C)C2,4.2
CCCCCCC/C=C(\C)[C@@H](O)[C@@H](C)C(=O)N1CCC[C@@H]1C(=O)O[C@H](C(=O)O[C@@H](C)C(=O)O)[C@@H](C)CC,0.9
CC(C)CN1C(=O)C[C@@]2(C(=O)N(C)c3ccc(NC(=O)C(C)(C)C)cc32)C1c1ccccc1 (stereo partly drawn),-1.0
COC(=O)[C@]12C[C@H](CC(=O)NCc3ccccc3)C(=O)N(CCc3ccc(OC)c(OC)c3)C1=C[C@H](C(C)(C)C)O[C@@H]2C,0.3
COC(=O)c1cc2c(c3c4ccccc4n(S(=O)(=O)c4cccc(C)c4)c13)C(=O)N(C)C2,3.3
CCN(CC)C(=O)c1ccc2c(c1)NC(=O)C(C)(C)O2,-4.4
CN(Cc1cn(Cc2ccccc2)nn1)S(=O)(=O)c1ccc(F)cc1Br,-7.8
COc1ccc(S[C@]2(C(=O)N3CCOCC3)CC(=O)N(c3ccccc3)[C@@H]2c2ccc(OC)cc2)cc1,-2.0
O=C(NC1CCCCN(Cc2ccc(Cl)cc2)C1=O)c1ccc(Br)cc1 (stereo not drawn),9.4
COc1cc(NC(=O)C2CCCN(S(=O)(=O)c3ccc(C)cc3)C2)cc(OC)c1 (stereo not drawn),13.0
CCCCCCN1CCN(C2CN(Cc3cn(Cc4ccc(C(F)(F)F)cc4)nn3)S(=O)(=O)C2)CC1 (stereo not drawn),10.5
Cc1nc2ccc(S(=O)(=O)NCC(=O)NCc3ccc(F)cc3)cc2s1,-2.9
Nc1[nH]c(C(=O)c2ccccc2)c(-c2ccc(Cl)c(Cl)c2)c1C(=O)NCCc1c[nH]c2ccccc12,3.2
C=CCN=C1NC(c2ccccc2C(F)(F)F)C(C(=O)OC)=C(C)N1Cc1ccc(C(F)(F)F)cc1 (stereo not drawn),4.1
COc1cccc(C(C(=O)NCc2ccccc2)N2CCN(c3ccccc3F)CC2)c1OC (stereo not drawn),2.6
CC[C@H](NC(=O)[C@H](Cc1ccccc1)NC(=O)[C@H]1O[C@@H](n2cnc3c(=O)[nH]c(N)nc32)[C@H](O)[C@@H]1O)c1ccccc1,1.1
CN1C2=N[C@H](c3cccc(C(F)(F)F)c3)CC(=O)N2/C(=C\c2ccccc2)[C@H]1c1ccccc1,11.6
c1coc(-c2nnc(-c3ccc4c(c3)OCO4)o2)c1,-4.3
O=C(OC12CCCN(C1)/C(=C/c1cccc(Cl)c1)C2)c1cccc(F)c1 (stereo not drawn),2.6
CC(C)(C)OC(=O)NCc1cc(F)ccc1/C=C/S(=O)(=O)NC1CCCC1,7.7
c1coc(-c2nc3c4ccccc4ccn3c2Cc2ccsc2)c1,7.7

# Already shown: an excerpt of the list.
SMILES,PrPC TRFRET
COC(=O)[C@]12C[C@H](CC(=O)N3CCCC3)C(=O)N(Cc3ccco3)C1=C[C@H](C1CCCC1)O[C@@H]2C,3.8
Cc1cccc(N2CCCn3c2nc2c3c(=O)n(CC(=O)OCc3ccccc3)c(=O)n2C)c1,10.0

# Some of these compounds in order of molar mass, ascending.
SMILES,PrPC TRFRET
Cc1cccc(N2CCCn3c2nc2c3c(=O)n(CC(=O)OCc3ccccc3)c(=O)n2C)c1,10.0
COC(=O)[C@]12C[C@H](CC(=O)N3CCCC3)C(=O)N(Cc3ccco3)C1=C[C@H](C1CCCC1)O[C@@H]2C,3.8
COC(=O)[C@]12C[C@H](CC(=O)NCc3ccccc3)C(=O)N(CCc3ccc(OC)c(OC)c3)C1=C[C@H](C(C)(C)C)O[C@@H]2C,0.3

# A portion of the library, so the mix of outcomes need not match the whole.
